Bioassay records (PubChem BioAssay)
ATXN viability = viability counter-screen for ATXN expression inhibitors; S2 cells (HEK-293 line with an ATXN2-luciferase reporter) viability, CellTiter-Fluor protease fluorescence, 24 h; Potency, µM (doses to about 56.7 µM), actives largely listed as cytotoxic; actives 0.49% (n = 400,000); note: nearly all actives have a fitted effect of over 40% in size
EPAC2 antag = EPAC2 (human) antagonism; Q8WZA2; EPAC2 GEF exchange of Rap1B-BODIPY-GDP, fluorescence; Potency, µM (titrated, usually from 114 µM), for the others: at the top dose activity, negative = inhibition, actives largely listed as inhibitors; actives 0.18% (n = 360,000); AID 720708; note: % is set by controls: 0 for no effect and ±100 for the full control effect; nearly all actives have a fitted effect of over 45% in size; many of its hits are not listed in these tables
Target sequence (Q8WZA2 whole entry, looked up): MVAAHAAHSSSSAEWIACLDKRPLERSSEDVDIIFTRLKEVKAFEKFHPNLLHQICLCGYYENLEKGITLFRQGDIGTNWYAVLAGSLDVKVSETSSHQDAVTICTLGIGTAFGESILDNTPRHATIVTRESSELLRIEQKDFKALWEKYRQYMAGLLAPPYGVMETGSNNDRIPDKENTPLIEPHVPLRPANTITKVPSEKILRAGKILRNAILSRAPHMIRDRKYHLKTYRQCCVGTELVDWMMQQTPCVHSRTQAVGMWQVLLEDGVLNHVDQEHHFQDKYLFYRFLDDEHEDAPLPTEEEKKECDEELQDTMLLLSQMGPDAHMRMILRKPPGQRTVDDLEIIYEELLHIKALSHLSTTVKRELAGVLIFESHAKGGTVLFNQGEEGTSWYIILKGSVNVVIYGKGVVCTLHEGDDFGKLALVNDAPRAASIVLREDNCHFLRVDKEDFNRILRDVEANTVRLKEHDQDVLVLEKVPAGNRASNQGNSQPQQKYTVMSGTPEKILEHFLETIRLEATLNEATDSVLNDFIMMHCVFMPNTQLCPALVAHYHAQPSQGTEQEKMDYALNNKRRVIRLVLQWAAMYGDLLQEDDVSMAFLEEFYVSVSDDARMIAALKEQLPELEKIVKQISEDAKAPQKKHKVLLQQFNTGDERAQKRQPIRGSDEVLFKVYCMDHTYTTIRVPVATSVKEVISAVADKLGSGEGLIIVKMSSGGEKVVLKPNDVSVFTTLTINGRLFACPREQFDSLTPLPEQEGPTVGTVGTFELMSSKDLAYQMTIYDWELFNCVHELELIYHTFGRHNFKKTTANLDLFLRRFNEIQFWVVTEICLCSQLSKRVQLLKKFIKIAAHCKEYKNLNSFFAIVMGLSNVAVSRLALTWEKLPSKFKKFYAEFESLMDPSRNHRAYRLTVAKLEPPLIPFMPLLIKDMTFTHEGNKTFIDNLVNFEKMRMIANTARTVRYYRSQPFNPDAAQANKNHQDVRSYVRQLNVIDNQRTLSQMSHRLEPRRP
ATXN2 expr inh = ATXN2 expression inhibition; Potency, µM (top dose mostly 57 µM), inactives show at the top dose activity change, negative = inhibition, usual class: inhibitors; AID 1745845; actives 0.72% (n = 360,000); HEK-293 ATXN2-luciferase reporter, luminescence, 24 h; note: % is set by controls: 0 for no effect and ±100 for the full control effect; nearly all actives have a fitted effect of over 55% in size
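ATXN2-luciferase reporter cells (luciferase flanked by upstream and downstream ATXN2 gene portions) were treated 24 h at 37 °C with compounds at up to 57 uM. SteadyGlo luminescence gave expression; GF-AFC fluorescence gave viability.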
Nrf2 inh = blocks Nrf2 signaling; A549 ARE-Fluc reporter, luciferase luminescence, 18-24 h; Potency, µM (highest dose often 46 µM), for inactives: at the highest dose activity change, negative = inhibition, actives largely listed as inhibitors; actives 2.1% (n = 360,000); note: % is set by controls: 0 for no effect and ±100 for the full control effect; nearly all actives have a fitted effect of over 60% in size
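In this cell-based qHTS, ARE-driven firefly luciferase in A549 cells reports Nrf2 activity; the luminescent signal after BugLite lysis is the measured value, with a prior CellTiter-Fluor read for cell health.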
A549 viability = kills or reduces viability of A549 cells in Nrf2 counter-screen | A549 ARE-Fluc cells, CellTiter-Fluor viability, 18-24 h | Potency, µM (doses to about 46 µM), inactives show at the highest dose activity change, negative = cytotoxicity, actives largely listed as inhibitors | actives 0.16% (n = 390,000) | AID 504648; note: % is set by controls: 0 for no effect and ±100 for the full control effect
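A549 ARE-Fluc cells in 5% FBS OPTI-MEM, 5000 cells/well, rested 2 h then exposed to compounds in concentration-response for 18-24 h at 37 °C. Viability by CellTiter-Fluor fluorescence (Ex 405/Em 525) after 30 min; luciferase luminescence (BugLite, 15 min, RT) read afterwards.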
TGFb SMAD3 inh = blocks TGF-b signaling; HepG2 CAGA-GFP TGF-b/SMAD3 reporter, GFP fluorescence, 18 h; TGF-beta stimulated, 500 pg/mL final; Potency, µM (series often up to 46.1 µM), without a hit: top-dose activity, negative = inhibition, usual class: inhibitors; actives 1.2% (n = 410,000); note: % is set by controls: 0 for no effect and ±100 for the full control effect; nearly all actives have a fitted effect of over 65% in size
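Cell-based qHTS in HEPG2 carrying a CAGA-GFP Smad reporter; compounds added before 500 pg/mL final TGF-beta, 18 h incubation at 37 degrees C, GFP fluorescence quantified per cell by imaging cytometry.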
Nrf2 ARE act = Nrf2 pathway activation. AREc32 ARE-luciferase reporter (MCF7-derived line), luminescence, 24 h. Potency, µM (highest dose often 46.1 µM), inactives show at the top dose activation, most hits filed as activators. actives 0.31% (n = 410,000); note: % of control where 0% means no effect; nearly all actives have a fitted effect of over 65% in size
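ARE activation measured as luciferase luminescence (Steady-Glo, 30 min RT) in AREc32_Fluc cells after 24 hr compound exposure at 37 deg C, 5% CO2; cells seeded overnight at 1000/well in OPTI-MEM, 5% FBS.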
HepG2 viability = kills HepG2 cells in TGF-b inhibitor counter-screen. actives 0.76% (n = 410,000). Potency, µM (highest dose often 46.1 µM), for inactives: at the highest dose activity change, negative = cytotoxicity, usual class: cytotoxic. HepG2 CAGA-GFP viability, ATP luminescence, 18 h; note: some results filed as inactive show a strong effect at the top dose
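CellTiter-Glo luminescence gave cytotoxicity after 18 hours at 37 degrees C. The cells were HepG2 CAGA-GFP in 1% FBS DMEM, stimulated with 500 pg/mL TGF-beta after compound addition. %Activity was normalised to no-cell wells (complete cell-killing) and DMSO (no toxicity), and curves were fitted and classified.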
MCF10A rereplic = inducers of DNA re-replication in MCF 10A breast cells; MCF 10A DNA re-replication, Hoechst nuclear intensity, 48 h; Potency, µM (highest dose often 46.1 µM), without a hit: at the top dose activity, positive = re-replication, actives largely listed as activators; actives 2.9% (n = 350,000); AID 624296; note: % of control where 0% means no effect; nearly all actives have a fitted effect of over 50% in size
* marks the source's active call; other numbers are inactive results; i = inactive; ? = inconclusive; . = no result given; & = joins results of further samples; [ ] = dose if it differs, or a comment. Calls come from the whole dose curve; as a rule, active = well fitted curve in the direction sought with a large enough effect; inconclusive = small, poorly fitted or top-dose-only effect, or another doubt; inactive = no such curve, though single readings can be large; an effect the other way counts as inactive or inconclusive. Potency is the fitted concentration of half-maximal effect. Not all compounds are listed; count on the stated rates, not on these rows.

entry | Compound | MCF10A rereplic | ATXN viability | HepG2 viability | Nrf2 ARE act | TGFb SMAD3 inh | A549 viability | EPAC2 antag | ATXN2 expr inh | Nrf2 inh
1 | FC(F)(F)c1nnc2ccc(N3CCCC3)nn12 | -1% | i | -14% | -0.2% | -21% | -2% | 0% | 7% | 16%
2 | Cc1ccccc1NC(=O)C1CC(=O)n2ncnc2N1 (configuration not stated) | -2% | i | 14% | 3.4% | 1% | -1% | 0% | -23% | 0%
3 | COc1ccccc1C(=O)N1CCN(C(=O)[C@H]2O[C@@H](n3ccc(N)nc3=O)[C@H](O)[C@@H]2O)CC1 | . | i | -17% | -0.3% | 2% | . | 6% | -12% | .
4 | Cc1c(OCC(=O)NCc2ccncc2)ccc2c3c(c(=O)oc12)CCC3 | 1% | ? | 6% | 0.0% | -2% | -2% | 1% | -3% | ?
5 | CN(C)c1ccc(C(=O)NCc2ccc3c(c2)CCN3C(=O)c2ccc(Cl)cc2)cc1 | . | . | 1% | 15% | 2% | 1% | . | . | .
6 | CCOC(=O)N1CCC(NC(=O)CC2C(=O)NCCN2Cc2ccc(C)cc2)CC1 (configuration not stated) | -4% | i | -17% | 0.3% | ? | 1% | 6% | 9% | 2%
7 | CC(=O)N1CCC2(CC1)OC(=O)C(C)=C2C(=O)Nc1cc(C)ccc1C | . | . | -9% | -0.5% | -25% | 1% | . | . | ?
8 | O=C(Cc1ccccc1)NCCc1csc2nc(-c3ccc(Cl)cc3)nn12 | . | ? | -19% | ? | -21% | -22% | . | -1% | .
9 | CCOC(=O)CSc1ccc2nnc(-c3ccncc3)n2n1 | 4% | i | -1% | -0.7% | ? | 0% | 3% | 2% | 4%
10 | O=C(O)c1cc(-c2ccccc2)n(-c2ccc(Cl)cc2Cl)n1 | -15% | i | -1% | -0.9% | -4% | 5% | 2% | 6% | -5%
11 | O=C(Cc1ccccc1)Nc1c(C(=O)N2CCN(c3ccc(F)cc3)CC2)oc2ccccc12 | . | i | -13% | 0.2% | -4% | -1% | . | -36% | -53%
12 | Cc1ccc(OC2=NS(=O)(=O)c3ccccc32)cc1 | 16% | . | 1% | 0.0% | 11% | -1%[65.3 µM] | -3% | . | 4%[65.3 µM]
13 | COc1cc(C)c(C(=O)Oc2cc(C)c(C(=O)O)c(O)c2)c(O)c1 | ? | i | -1% | 3.7% | 3% | -3% | ? | 38% | -3%
14 | COc1ccc(CNC(=O)c2ccc3c(c2)N=C(C)c2c(C)ccc(C)c2S3)cc1 | . | ? | -22% | -1.4% | ? | -13% | . | 2% | -28%
15 | C=CCC1(C(=O)NCCO)CCN(C(=O)OC(C)(C)C)CC1 | ? | i | -15% | -1.0% | -3% | -2% | -25% | -5% | 1%
16 | CCC(C)N(CCNC(=O)CC1Oc2ccccc2NC1=O)C1CCCCC1 (configuration not stated) | 2% | i | 1% | -0.1% | 3% | 0% | 11% | 6% | 2%
17 | Cc1nonc1NC(=O)CSc1nc2ccccc2o1 | -3% | i | -3% | 1.3% | 0% | -5% | 0% | 20% | 1%
18 | O=C(NCc1ccco1)C1CCCN(c2ncnc3c2nc2n3CCCCC2)C1 (configuration not stated) | ? | ? | -18% | 3.3% | 0% | -1% | -8% | -16% | ?
19 | CCc1ccccc1NC(=O)CC(=O)Nc1ccccc1CC | 0% | i | -1% | 0.3% | -8% | 4% | 7% | -1% | -1%
20 | Cc1ccc(F)cc1NC(=O)c1cccc2nccnc12 | 0% | i | -16% | 25% | 26% | 1% | 3% | 9% | .
21 | COCCNC(=S)N/N=C1\CC(C)CC(C)(C)C1 (configuration not stated) | ? | i | -19% | 2.6% | -20% | 2% | -1% | -28% | -1%
22 | O=C(NN(c1ccccc1)c1ccccc1)c1ccccc1F | 1% | i | -14% | 0.3% | -15% | -5% | -10% | -2% | 4%
23 | COc1ccc(-c2csc3ncn(-c4ccccc4OC)c(=O)c23)cc1OC | -1% | i | -19% | 7.6% | -4% | -4% | -18% | 5% | -17%
24 | Clc1ccc(-c2noc(/C=C/c3ccccc3)n2)cc1 | -1% | . | 0% | 9.2% | -6% | 0% | 1% | . | 0%
25 | O=C(NCCc1ccc(Cl)cc1)c1ccc2c(c1)N(Cc1ccccc1)C(=O)CS2 | . | . | 0% | 1.0% | -23% | -15% | . | . | .
26 | Cn1nc(C(=O)NCc2ccco2)c2ccccc2c1=O | 20% | i | 18% | 28% | -7% | 5% | -5% | -18% | -1%
27 | CCn1cc(C(=O)NCCN(CC(C)C)CC(C)C)c(=O)c2cc(S(=O)(=O)N3CCOCC3)ccc21 | 0% | i | -24% | 1.5% | -8% | -3% | -11% | -20% | -18%
28 | Cc1cc(C(=O)Nc2ccc3[nH]ccc3c2)no1 | -12% | i | 0% | 3.9% | -17% | 1% | -4% | 49%[activator] | ?
29 | O=C(CSc1ncn[nH]1)NN(c1ccccc1)c1ccccc1 | 7% | i | -5% | 0.1% | -11% | 0% | -7% | 2% | -7%
30 | Cc1cc(Br)ccc1NC(=O)CCS(=O)(=O)c1cccc2nsnc12 | . | i | -22% | 2.5% | ? | 2% | . | -4% | 18%[9.27 µM]
31 | CCOc1ccc(C(C)=O)cc1COC(=O)CNC(=O)C12CC3CC(CC(C3)C1)C2 | 18% | i | 0% | 6.1% | 0% | -9% | -3% | -17% | 5%
32 | Cc1ccc(CC(=O)Nc2nccs2)cc1C | -2% | i | 4% | -0.5% | -8% | 9% | 3% | 20% | 15%
33 | COc1cc(CO)cc(Br)c1OCc1cccnc1 | 3% | i | -14% | 0.2% | -8% | 22% | -3% | 4% | 29%
34 | C/C(=C\C(=O)c1ccc(Cl)cc1)Nc1ccc(Br)cc1 | -7% | ? | -6% | 0.0% | 3% | -13% | -3% | 25% | 1%
35 | Cc1ccc(O)c(C2=NOC(O)(C(F)(F)F)C2)c1 (configuration not stated) | -7% | ? | 14% | -0.3% | -4% | 0% | -10%[57.1 µM] | 3% | 1%
36 | O=C(CCNC(=O)c1ccc(Br)cc1)Nc1cccc(S(=O)(=O)N2CCCCC2)c1 | 5% | i | 8% | 1.8% | -20% | -20% | -8% | -9% | ?
37 | CCc1ccc(C(O)c2ncc(-c3ccccc3C)[nH]2)cc1 (configuration not stated) | . | i | -17% | 4.2% | 8% | . | -9% | 12% | .
38 | CC(=O)Cn1cnc2c(cnn2-c2ccc(C)c(C)c2)c1=O | 0% | i | -22% | 0.7% | -21% | 0% | -3% | 46%[activator] | ?
39 | Cc1cc(C)nc(NC(=O)c2cnc3sccn3c2=O)n1 | 7% | i | 3% | 0.3% | 1% | -1% | 6% | 7% | 9%
40 | O=C(c1ccco1)N1CCc2ccccc21 | 1% | i | 10% | ? | 7% | -4% | -13% | . | ?
41 | C=CCSC1=NC(=O)/C(=C/c2cccs2)S1 | 18µM* | ? | -14% | 13% | 35% | -6% | -2% | -18% | -1%
42 | O=C(NN1C(=O)C2C3c4ccccc4C(c4ccccc43)C2C1=O)c1ccc(Cl)cc1 (configuration not stated) | 7% | i | -28% | 0.1% | ? | 10% | -7% | -20% | -11%
43 | CS(=O)(=O)c1cccc(S(=O)(=O)N2CCCCCC2)c1 | -3% | i | -13% | 0.3% | -6% | -15% | 2% | 2% | -19%
44 | CCCC(C)NNC(=O)c1cc2ccccc2[nH]1 (configuration not stated) | 1% | i | -7% | 0.7% | 1% | 2% | -5% | 13% | ?
45 | CCC1CN(C(=O)NCc2ccccc2)c2cc(C)ccc2O1 (configuration not stated) | -1% | i | 4%&-4% | 0.5%&1.5% | ? | ? | ? | 9% | ?
46 | CCC1CCCCN1C(=O)CCCc1ccccc1 (configuration not stated) | 14% | i | -42% | 2.9% | -28% | 16% | ? | 33% | ?
47 | Cc1ccc2c(c1)c(CC(=O)Nc1ccc(C)c(F)c1)c(C(=O)O)n2C | 1% | i | -45%&-32% | 0.0%&0.1% | 4%&-2% | 2%&0% | -1% | 96%&5%[activator] | 10%&2%
48 | COc1cccc(C(=O)Cn2c(Br)nc3c2c(=O)n(C)c(=O)n3C)c1 | -1% | i | -2% | 3.2% | 1% | -7% | -3% | -9% | -3%
49 | O=C(Nc1nc2c(Cl)cccc2s1)c1ccc([N+](=O)[O-])o1 | ? | ? | -2% | 5µM* | -12% | -10% | -1% | ? | 6%
50 | CC(NC(=O)c1cc(-c2ccncc2)nc2ccc(Cl)cc12)C1CCCO1 (configuration not stated) | 1% | i | -1% | 4.0% | 16% | -1% | -2% | 6% | 21%
51 | NC(=O)CC(NC(=O)c1cccc(Br)c1)c1ccc(NC2CCCCCCC2)c([N+](=O)[O-])c1 (configuration not stated) | 2% | ? | -19% | -1.1% | ? | -13% | 2% | -13% | -10%

Reformatted: 4 of the compounds above.
#36 O=C(CCNC(=O)c1ccc(Br)cc1)Nc1cccc(S(=O)(=O)N2CCCCC2)c1
- MCF10A rereplic: 5%
- ATXN viability: i
- HepG2 viability: 8%
- Nrf2 ARE act: 1.8%
- TGFb SMAD3 inh: -20%
- A549 viability: -20%
- EPAC2 antag: -8%
- ATXN2 expr inh: -9%
- Nrf2 inh: ?
#49 O=C(Nc1nc2c(Cl)cccc2s1)c1ccc([N+](=O)[O-])o1
- MCF10A rereplic: ?
- ATXN viability: ?
- HepG2 viability: -2%
- Nrf2 ARE act: 5µM*
- TGFb SMAD3 inh: -12%
- A549 viability: -10%
- EPAC2 antag: -1%
- ATXN2 expr inh: ?
- Nrf2 inh: 6%
#46 CCC1CCCCN1C(=O)CCCc1ccccc1 (configuration not stated)
- MCF10A rereplic: 14%
- ATXN viability: i
- HepG2 viability: -42%
- Nrf2 ARE act: 2.9%
- TGFb SMAD3 inh: -28%
- A549 viability: 16%
- EPAC2 antag: ?
- ATXN2 expr inh: 33%
- Nrf2 inh: ?
#32 Cc1ccc(CC(=O)Nc2nccs2)cc1C
- MCF10A rereplic: -2%
- ATXN viability: i
- HepG2 viability: 4%
- Nrf2 ARE act: -0.5%
- TGFb SMAD3 inh: -8%
- A549 viability: 9%
- EPAC2 antag: 3%
- ATXN2 expr inh: 20%
- Nrf2 inh: 15%

As entered above:
cpd 36 in Nrf2 ARE act has 1.8%
cpd 45 in MCF10A rereplic has -1%
cpd 48 in EPAC2 antag has -3%
cpd 34 in A549 viability has -13%
cpd 35 in TGFb SMAD3 inh has -4%
